p53 PUMA act – mutant p53 pathway re-activators, primary screen, cell-based, SW480, luciferase, single point, HTS; 1.5% of 28,000 active; AID 624151, 2012; SW480 PUMA-promoter luciferase, p53 mutant reactivation; activation, % at 9.98 µM; in the data active means activation above about 52%
STK33 inh – STK33 kinase inhibitors, primary screen, biochemical, luminescence, ADP-Glo, MBP substrate; Serine/threonine-protein kinase 33 (Homo sapiens), Q9BYT3; inhibition, % at 12.5 µM; 0.44% of 27,000 active; AID 2322, 2010; in the data active means inhibition above about 20%
* marks the source's active call; other numbers are inactive results; . = no result given.

| SMILES | STK33 inh | p53 PUMA act |
| --- | --- | --- |
| COc1ccc(CN(C)C[C@@H]2OCCCC[C@H](C)Oc3ccc(NS(=O)(=O)c4cccs4)cc3C(=O)N([C@@H](C)CO)C[C@H]2C)cc1 | . | -1.5 |
| CC(C)NC(=O)N(C)C[C@@H]1Oc2ncc(-c3cc4ccccc4o3)cc2C(=O)N([C@H](C)CO)C[C@@H]1C | 7.0 | . |
| COCC#Cc1ccc2c(c1)O[C@H](CN(C)Cc1ccccn1)[C@H](C)CN([C@@H](C)CO)S2(=O)=O | . | -5.7 |
| CN(CC(=O)Nc1ccncc1)S(=O)(=O)c1ccc(Br)cc1 | -1.9 | -3.2 |
| COC(=O)Nc1ccc2[nH]cc(CCNC(C)=O)c2c1 | . | -3.1 |
| NC(=O)CCCc1c[nH]c2ccccc12 | 2.5 | 78.9* |

Structures from the list above containing an NH in an aromatic ring:
| SMILES | STK33 inh | p53 PUMA act |
| --- | --- | --- |
| COC(=O)Nc1ccc2[nH]cc(CCNC(C)=O)c2c1 | . | -3.1 |
| NC(=O)CCCc1c[nH]c2ccccc12 | 2.5 | 78.9* |

The list is partial; count on the stated rates, not on these rows.
